Compound activity: PubChem, several laboratories
OPRM1-OPRD1 inv: inverse agonists of human mu-delta opioid receptor heterodimerization; P35372+P41143; cell-based MOR-DOR heterodimer luminescence, inverse agonism; inhibition, % at 9.3 µM; 340,000 compounds, 0.21% hits; AID 504357; in the data active means inhibition above about 22%, passing the limit was not always enough;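 further: 0% = cells with DMSO and 100% = wells without cells with DMSO; values of inactives mirror those of a sister screen read the other way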
V-ATPase pH: regulators of yeast V-ATPase proton transport; S. cerevisiae, pHLuorin cytosolic pH fluorescence; response, % at 10 µM; 350,000 compounds, 0.37% hits; AID 504577; in the data active means response mostly above about 7.3%, no sharp cut-off; inactive means mostly below about 5.4%; further: actives read high; inactives centre near 0; some compounds called inactive have numbers as strong as hits; reference of the scale not given here
MOR-DOR ag: agonists of human mu-delta opioid receptor heterodimerization | P35372+P41143 | cells, OPRM1-OPRD1 heterodimerization, luminescence | activation, % at 9.3 µM | 340,000 compounds, 0.3% hits | AID 504326; in the data active means activation above about 18%;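 further: 0% = vehicle-treated cells and 100% = reference agonist; values of inactives mirror those of a sister screen read the other way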
DAGLB inh: diacylglycerol lipase beta (human) inhibition; Q8NCG7; HEK293T DAGLB membrane lysate, EnzChek fluorogenic substrate; inhibition, % at 5.17 µM; 340,000 compounds, 0.059% hits; AID 504411; in the data active means inhibition above about 34%;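 further: 0% = enzyme with vehicle and 100% = wells lacking enzyme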
PKA-R2B act: activates the human PKA-R2B holoenzyme complex; PKA-R2B holoenzyme dissociation, Cy5-IP20 fluorescence polarization; R2B truncated from residue 108, S112A mutant; 0% DMSO only, 100% 113 µM cGMP; activation, % at 11.4 µM; 340,000 compounds, 0.079% hits;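 active means activation above a cutoff set at the mean over all compounds plus 3 SD, cut at about 18% in these data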;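 further: higher means more holoenzyme dissociation and a rise in polarization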
Target sequence (P31323 whole entry, looked up, other chains not shown, the tested form may be a part): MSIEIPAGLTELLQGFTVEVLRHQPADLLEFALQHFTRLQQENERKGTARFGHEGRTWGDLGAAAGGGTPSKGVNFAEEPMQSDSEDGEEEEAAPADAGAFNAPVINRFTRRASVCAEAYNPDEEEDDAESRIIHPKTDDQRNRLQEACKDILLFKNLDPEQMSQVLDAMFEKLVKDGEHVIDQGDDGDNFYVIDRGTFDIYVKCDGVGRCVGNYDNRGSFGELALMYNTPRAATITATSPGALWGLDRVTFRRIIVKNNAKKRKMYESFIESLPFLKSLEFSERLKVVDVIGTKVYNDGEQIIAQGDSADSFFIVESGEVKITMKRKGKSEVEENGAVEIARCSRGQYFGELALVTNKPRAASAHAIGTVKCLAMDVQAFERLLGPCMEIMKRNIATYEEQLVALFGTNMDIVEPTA
HTR5A ag: counter-screen for OPRM1-OPRD1 agonists: human HTR5A agonism. HTR5A agonist assay, luminescence, cell-based. activation, % at 9.3 µM. P47898. 340,000 compounds, 0.61% hits; in the data active means activation mostly above about 9.5%, no sharp cut-off; inactive means mostly below about 7.6%;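 further: 0% = cells with vehicle only and 100% = reference agonist; strong numbers were not always called active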
Target sequence (P47898 whole entry, looked up): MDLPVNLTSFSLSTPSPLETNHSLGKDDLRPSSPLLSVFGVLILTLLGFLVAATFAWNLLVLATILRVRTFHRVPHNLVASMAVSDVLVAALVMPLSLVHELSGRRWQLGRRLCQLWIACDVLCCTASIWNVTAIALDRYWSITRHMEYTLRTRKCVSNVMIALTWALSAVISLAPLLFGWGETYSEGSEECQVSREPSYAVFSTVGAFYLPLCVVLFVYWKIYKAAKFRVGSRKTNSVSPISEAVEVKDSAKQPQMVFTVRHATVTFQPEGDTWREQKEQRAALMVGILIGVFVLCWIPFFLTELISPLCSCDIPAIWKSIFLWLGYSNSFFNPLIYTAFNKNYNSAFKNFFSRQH
HTR5A inv ag: counter-screen for OPRM1-OPRD1 inverse agonists: human HTR5A inverse agonism; HTR5A cell line, luminescence; inhibition, % at 9.3 µM; 340,000 compounds, 0.083% hits; AID 504634; in the data active means inhibition mostly above about 23%, no sharp cut-off; inactive means mostly below about 18%;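 further: 0% = cells with DMSO and 100% = no-cell wells with DMSO; some compounds called inactive have numbers as strong as hits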
DSG3 Ab inh: blocks pemphigus antibody binding to human desmoglein-3; P32926; DSG3-coupled beads, scFv-anti-DSG3-GFP binding, flow cytometry; hits give low values; binding (percent of control), % at 10 µM; 310,000 compounds, 0.48% hits; AID 588358;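 active means binding more than 3 SD below its plate's average and above zero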;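 further: hits lower antibody fragment binding to DSG3; some compounds called inactive have numbers as strong as hits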
PKA-R1A activ: activates the PKA-R1A holoenzyme complex; 340,000 compounds, 0.083% hits; PKA-R1A dissociation, Cy5-IP20 fluorescence polarization; scaled: DMSO 0%, 113 µM cGMP 100%; P00514+P68181; activation, % at 11.4 µM; AID 504707;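 active means percent activation above the mean of all tested compounds plus 3 SD, cut at about 19% in these data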;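 further: higher means more PKAc released from R1A so a rise in polarization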
Arrestin-AP2 inh: blocks beta-arrestin peptide binding to AP2 adaptin; inhibition, % at 10 µM; FITC-arrestin peptide / GST-AP2 beads, flow cytometry; AP2 beta2 appendage carries R879A mutation; 340,000 compounds, 0.31% hits;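 active means inhibition above a set limit, near 3 SD of compounds lacking own fluorescence, cut at about 54% in these data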;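 further: plate controls were DMSO wells for no effect and 5 µM unlabelled arrestin peptide for full effect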
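System: GST-AP2 R879A glutathione beads; medium: PBS, Tween 20 0.05%, BSA 0.1%; reagent: fluorescein-tagged arrestin peptide at 50 nM final; schedule: pre-incubation 12 min, peptide binding 1 h, room temperature; detection: flow cytometry, FL1 (488/535 nm); read-out: inhibition as reduced fluorescein signal on beads, percent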
* marks the source's active call; other numbers are inactive results; nt = not tested or not shown. Compounds were not picked by outcome; 2.4% or so of the library scored in one or more.

SMILES	OPRM1-OPRD1 inv	V-ATPase pH	MOR-DOR ag	DAGLB inh	PKA-R2B act	HTR5A ag	HTR5A inv ag	DSG3 Ab inh	PKA-R1A activ	Arrestin-AP2 inh
OC(c1cc(-c2ccc(C(F)(F)F)cc2)nc(C(F)(F)F)c1)C1CCCCN1 (configuration not stated)	-27	-2	5.8	4	-3	2	-8	102	5	-12
O=[N+]([O-])c1ccccc1/C=N/NC1=NCCCCC1	20	2	-3.9	1	-3	1	9	100	3	-10
Cc1ccc2cc(/C=N/NC(=O)c3ccccc3[N+](=O)[O-])c(Cl)nc2c1	7	-4	-1.3	0	0	-5	14	106	0	7
CCOc1ccc(C(=O)NCc2cccnc2)cc1[N+](=O)[O-]	19	2	-3.7	-2	12	7	-18	77	-7	-1
CCOC(=O)c1sc(NC(=O)C2C3C=CC(C3)C2C(=O)O)nc1C (configuration not stated)	13	-1	-2.4	-1	8	-4	-9	nt	-12	-2
O=[N+]([O-])c1ccc(N2N=C(c3ccccc3)CC2c2ccccc2O)cc1 (configuration not stated)	13	-2	-2.5	-11	-9	-4	14	101	-3	33
COc1ccc(-c2nn(CC(=O)NCCc3ccccc3)c(=S)n2C)cc1	6	-3	-1.0	-2	-12	3	-13	nt	-7	-31
O=c1nccc(Nc2ccccc2)[nH]1	12	-3	-2.4	2	0	-3	12	96	-7	-16
Cc1nc2ccccn2c1C(=O)N=Nc1c(O)[nH]c2ccccc12	11	5	-2.1	0	8	2	3	94	1	-5
CC(C)n1cc(NC(=O)C2CC(c3cccc(Br)c3)=NO2)cn1 (configuration not stated)	-9	11	1.8	-11	2	6	-9	104	5	6
COc1ccc(-c2nc3n(c(=O)c2C#N)CCS3)c(OC)c1	4	0	-0.7	-2	11	1	-5	96	6	5
CCCCS(=O)(=O)N1CCN(S(=O)(=O)c2ccc(Cl)s2)CC1	11	3	-2.0	0	-8	1	-9	110	-3	1
O=c1c(Cl)c(NCCO)ncn1-c1ccccc1	12	-7	-2.4	-2	0	1	3	101	-10	2
CCOC(=O)C1(CCOc2ccccc2)CCN(Cc2ccc(OC)c(O)c2)CC1	-368	-2	77*	-5	3	-1	2	118	-12	3
O=C(CSc1nnc(Cc2ccccc2)n1-c1ccccc1)N1CCOCC1	2	7	-0.5	-4	4	-5	12	106	3	8
CC(=O)N1CCc2cc(S(=O)(=O)Nc3ccc(C)cc3C)ccc21	3	-6	-0.7	0	-12	4	-15	90	-5	29
CCOC(=O)c1sc2nc3c(cc2c1N)COC(C)(C)C3	8	-5	-1.5	2	5	0	8	nt	-12	12
C=CCN(C(=O)C1CC(=O)N(C2CCCC2)C1)c1nc(-c2ccc(S(C)(=O)=O)cc2)cs1 (configuration not stated)	8	0	-2.2	-1	-3	4	1	nt	-20	-6
COc1ccccc1OCc1csc(NC(=O)c2ccco2)n1	11	-2	-2.0	0	-2	1	-7	101	-1	18
C=CCNc1nc(N2CCOCC2)nc(N2CCOCC2)n1	1	1	-0.1	0	-1	-1	1	105	-1	2
CCOc1ccc(NC(=S)N2CCC(NC(=O)C3CCCCC3)CC2)cc1	4	-3	-0.5	0	-2	-3	8	nt	4	18
CC(=O)Nc1ccc(S(=O)(=O)N2CCN=C2SCc2ccc(F)cc2)cc1	-3	1	0.7	-2	-5	0	-1	110	-7	3
COc1ccc(OC)c(C2C(C(C)=O)=C(O)C(=O)N2CCc2ccc(OC)c(OC)c2)c1 (configuration not stated)	6	1	-1.0	-4	-5	0	12	nt	-3	2
CCN(c1ccccc1)S(=O)(=O)c1cccc(C(=O)NCc2ccncc2)c1	0	2	0.0	-2	10	1	-2	99	6	1
COc1ccc(NC(=O)N(CCO)Cc2cc3c(C)cc(C)cc3[nH]c2=O)cc1	13	2	-2.2	2	0	0	-11	112	9	-3
CCN(CC)C(=O)CSc1nc2cc3c(cc2c(=O)n1Cc1ccc(OC)cc1)OCO3	12	2	-2.6	2	4	3	-7	102	-4	12
Cc1ccc(C)c(Cc2c(C)nc3c(C(=O)N4CCOCC4)cnn3c2C)c1	-11	1	1.9	2	-2	0	-19	100	-1	4
Cc1ccc(S(=O)(=O)Nn2c(C)nnc2-n2nc(C)cc2C)cc1	15	-1	-3.5	-1	2	-2	27	109	-5	-2
Cc1ccc(NC(=O)CN2CCN(c3ccccn3)CC2)cc1S(=O)(=O)N(C)C	-17	-2	3.4	0	-2	9.4*	-26	118	-6	16
CC(C)c1c(O)nc(SCc2ccc(F)cc2)[nH]c1=O	1	-1	-0.2	0	-13	-1	5	95	-13	-9
COc1ccc(S(=O)(=O)N2CCN(C(=O)c3ccc(C)o3)CC2)cc1	-6	1	0.7	-1	-12	1	-4	109	-2	29
COc1ccc(N2CCN(C3CC(=O)NC3=O)CC2)cc1 (configuration not stated)	5	0	-1.0	0	9	2	-6	104	13	7
Cc1ccc2nc(-c3cccc(SC4CCCCC4)c3)c(NCc3ccccc3)n2c1	-3	-4	0.6	-3	-18	-1	3	108	-11	10
Cc1ccc(COC(=O)c2cc([N+](=O)[O-])ccc2N2CCOCC2)cc1	-1	-5	0.2	-4	-2	1	-5	nt	-2	0
CC(=O)Nc1ccc(S(=O)(=O)N2CCN(C34CC5CC(CC(C5)C3)C4)CC2)cc1	0	3	0.0	-1	5	-1	4	96	6	6
COCCN1Cc2cccc(C(=O)Nc3ccc(S(=O)(=O)N4CCCCCC4)cc3)c2C1=O	17	-4	-3.3	2	-4	-1	0	90	3	-2
CC1CCCC(C)N1C(=O)COC(=O)Cn1cnc2c1c(=O)n(C)c(=O)n2C (configuration not stated)	12	-5	-2.4	-2	-6	2	-5	100	9	6
C[C@@H]1CN[C@H](CCO)/C1=C\c1ccccc1	4	2	-0.9	-1	-7	-1	5	110	-3	8
Cc1nc(CSc2nnc3scc(-c4ccccc4)n23)cs1	14	1	-2.8	2	-8	-3	4	nt	-12	8
CCn1ccnc1CN(C)C(=O)C1CCC(=O)N(Cc2cccc(F)c2)C1 (configuration not stated)	6	-8	-1.0	3	1	-1	-34	99	-1	-2
COc1ccccc1N1CCN(S(=O)(=O)c2cc(-c3cc(C)no3)ccc2C(C)C)CC1	10	-2	-1.9	-4	2	0	0	nt	-4	-9
Clc1ccc(C2[C@H]3CN(CC4CCCCC4)[C@H](c4ccccc4)C34CC2(c2ccccc2)C4)cn1 (some centres not stated)	2	-1	-0.3	-6	-5	0	11	99	4	16
O=C(CO/N=C/c1ccc(OC(F)F)cc1)N1CCc2ccccc21	3	2	-0.6	1	-1	0	23	nt	4	-1
O=C(O)c1ccccc1NC(=S)NC(NC(=O)c1ccccc1[N+](=O)[O-])C(Cl)(Cl)Cl (configuration not stated)	12	3	-1.9	1	8	5	-1	101	-7	1
CCOCCCNC(=O)c1cc(Sc2nnc(C)s2)nc2ccccc12	5	4	-0.9	-4	9	0	-25	102	0	13
O=C(NCCCN1CCc2ccccc2C1)C1CCN(c2nnc(-n3cccc3)s2)CC1	14	-2	-2.7	-2	1	2	-4	104	-1	5
O=C(Nc1cccnc1)Nc1ccccn1	-14	-4	2.7	-6	-5	1	17	97	-1	-2
CCC1C(c2ccccc2)N(C)C(c2ccccc2)CC1(O)c1ccccc1 (configuration not stated)	-24	2	5.1	-5	-6	1	-16	108	3	9
O=C(CN1CCN(Cc2ccc(Cl)cc2)CC1)N/N=C/c1ccncc1	7	-1	-1.2	2	-10	-1	1	101	-4	11
OC1(c2ccc(OC(F)F)cc2)CSC(=Nc2cccnc2)N1C1CC1 (configuration not stated)	-14	-2	2.5	2	7	-2	-7	nt	4	8
CC(C)c1ccc(S(=O)(=O)/N=C2\C=C(NS(=O)(=O)c3ccccc3)C(=O)c3ccccc32)cc1	30*	0	-5.4	32	-2	-6	15	92	-4	-3
CCC(C)Nc1cc(C)c(C#N)c2nc3ccccc3n12 (configuration not stated)	11	-2	-2.5	0	-6	2	-6	98	-16	17
CC(=O)N/C(=C\c1ccccc1)C(=O)OCC(=O)NC(=O)c1ccccc1	16	-3	-3.1	-2	-9	-5	14	103	-2	16
CNc1ccccc1C(C)(C)c1cc(-c2ccc(F)cc2)no1	-6	0	1.4	-7	-20	4	13	103	-11	21
Cc1ccc(-n2ncc3c2CC(C)(C)CC3NC(=O)c2ccncc2)cc1 (configuration not stated)	14	0	-2.8	0	1	2	-15	nt	5	-8
Cc1onc(-c2ccccc2Cl)c1C(=O)N(Cc1ccc(N(C)C)cc1)C(C)C	-15	1	2.9	-14	-18	-2	-32	109	-10	5
COCCN1CC(CNC(=O)c2cc(COc3ccc(C)c(C)c3)on2)CC1=O (configuration not stated)	19	1	-3.5	-1	8	4	-16	77	-6	23
Cc1ccc(SCC(=O)NCCC2=CCCCC2)cc1	-3	-4	0.5	-11	-13	-2	7	97	-2	18
Cc1coc2c1c(C)cc1oc(=O)c(CC(=O)NCC(=O)O)c(C)c12	15	2	-3.2	-3	-7	0	1	89	-9	37
CC(=O)Nc1ccc(NC(=O)CSC2=NS(=O)(=O)c3cc(F)ccc3N2)cc1	-13	5	2.0	0	5	3	-9	108	6	2

Quoted from the entries so far, 4 compounds:
SMILES	OPRM1-OPRD1 inv	V-ATPase pH	MOR-DOR ag	DAGLB inh	PKA-R2B act	HTR5A ag	HTR5A inv ag	DSG3 Ab inh	PKA-R1A activ	Arrestin-AP2 inh
CC(C)c1ccc(S(=O)(=O)/N=C2\C=C(NS(=O)(=O)c3ccccc3)C(=O)c3ccccc32)cc1	30*	0	-5.4	32	-2	-6	15	92	-4	-3
CCC(C)Nc1cc(C)c(C#N)c2nc3ccccc3n12 (configuration not stated)	11	-2	-2.5	0	-6	2	-6	98	-16	17
CC(=O)N/C(=C\c1ccccc1)C(=O)OCC(=O)NC(=O)c1ccccc1	16	-3	-3.1	-2	-9	-5	14	103	-2	16
CNc1ccccc1C(C)(C)c1cc(-c2ccc(F)cc2)no1	-6	0	1.4	-7	-20	4	13	103	-11	21

(next part)
SMILES	OPRM1-OPRD1 inv	V-ATPase pH	MOR-DOR ag	DAGLB inh	PKA-R2B act	HTR5A ag	HTR5A inv ag	DSG3 Ab inh	PKA-R1A activ	Arrestin-AP2 inh
Cc1ccc(C2(c3ccccc3)NC(=O)N(CC(=O)N3CC(=O)Nc4ccccc43)C2=O)cc1C (configuration not stated)	13	1	-3.0	0	-11	-2	4	96	-1	-3
CC1=C(C(=O)OCC2CCCO2)C(c2ccncc2)C2=C(CCCC2=O)N1 (configuration not stated)	11	-4	-1.9	1	3	2	4	113	1	3
CC(NS(=O)(=O)c1cc2c3c(c1)CCC(=O)N3CCC2)c1ccccc1 (configuration not stated)	0	-2	0.1	-1	-13	12	-37	103	-8	-9
CCn1c(/C=C/c2cc(Br)ccc2O)nc2ccccc2c1=O	-15	2	3.0	-3	2	9	-36	124	-4	-8
COC(C/C=C/[C@H](O)COCc1ccccc1)OC	-7	1	1.4	-3	4	6	-23	103	-1	11
O=C(OCC(=O)N1CCCc2ccccc21)c1cccnc1Cl	-8	-2	1.1	1	3	4	-10	105	-3	-6
